# Screening data as filed in PubChem BioAssay.
# FXIa inh 1536: factor XIa (human) inhibition; P03951; purified FXIa, Boc-Glu-Ala-Arg-AMC fluorogenic substrate; inhibition, % at 5 µM; 220,000 compounds, 0.14% hits; AID 798;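 active = inhibition of at least 40%; inactive = inhibition below 40%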;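 note: fluorescence of freed AMC excited at 355 nm; 0% = enzyme without compound and 100% = no enzyme blank; many of its hits are not listed in these tables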
# Target sequence (P03951 19-387 limits assumed): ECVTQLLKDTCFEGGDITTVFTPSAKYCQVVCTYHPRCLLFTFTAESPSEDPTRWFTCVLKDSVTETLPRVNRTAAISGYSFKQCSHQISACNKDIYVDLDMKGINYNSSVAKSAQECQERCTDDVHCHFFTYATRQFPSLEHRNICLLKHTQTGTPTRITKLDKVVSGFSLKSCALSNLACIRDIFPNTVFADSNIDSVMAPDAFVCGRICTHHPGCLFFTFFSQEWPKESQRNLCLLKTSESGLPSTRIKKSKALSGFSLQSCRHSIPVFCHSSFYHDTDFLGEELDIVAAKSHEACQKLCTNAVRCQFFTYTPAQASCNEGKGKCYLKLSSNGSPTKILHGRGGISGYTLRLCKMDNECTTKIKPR
# Target sequence (P03951 388-625 limits assumed): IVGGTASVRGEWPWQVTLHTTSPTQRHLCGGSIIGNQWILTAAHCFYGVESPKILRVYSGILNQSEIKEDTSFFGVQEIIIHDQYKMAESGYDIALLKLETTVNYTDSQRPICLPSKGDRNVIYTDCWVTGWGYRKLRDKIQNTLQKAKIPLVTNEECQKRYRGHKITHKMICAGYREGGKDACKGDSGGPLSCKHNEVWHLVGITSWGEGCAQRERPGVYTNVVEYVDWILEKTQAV
# Rad51 HR inh: blocks human Rad51 in homologous recombination | Q06609 | hRad51 DNA strand exchange, fluorescence dequenching | inhibition, % at 10 µM | 200,000 compounds, 0.085% hits;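 active = inhibition above 40% at the single screening dose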;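 note: 0% = DMSO control wells and 100% = blanks with heterologous ssDNA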
# Target sequence (Q06609 whole entry, looked up): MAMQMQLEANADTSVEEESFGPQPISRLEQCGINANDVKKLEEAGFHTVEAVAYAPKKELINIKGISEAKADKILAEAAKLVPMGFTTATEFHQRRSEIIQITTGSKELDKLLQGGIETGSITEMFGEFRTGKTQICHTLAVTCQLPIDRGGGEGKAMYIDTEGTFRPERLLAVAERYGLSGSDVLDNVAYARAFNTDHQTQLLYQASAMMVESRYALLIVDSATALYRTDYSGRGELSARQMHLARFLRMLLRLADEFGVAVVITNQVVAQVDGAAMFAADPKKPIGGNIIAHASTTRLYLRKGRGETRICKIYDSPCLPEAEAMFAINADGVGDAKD
#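 material = hRad51 filaments on single-stranded DNA | reagent = Donor/quencher-labelled 47-bp dsDNA substrate | compound = 10 µM final, single point | schedule = strand-exchange reaction 15 min at room temperature | measured by = fluorescein emission 520 nm, excitation 485 nm | read-out basis = % inhibition versus plate control and blank means | benchmarks = plate controls and plate blanks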
# Wee1 degr inh: inhibitors of human Wee1 degradation; P30291; HeLa Luc-Wee1K328M stability, luciferase luminescence; 100% = proteasome inhibitor MG132 effect; reporter increase, % at 5 µM; 220,000 compounds, 1.2% hits; AID 1321;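 active = activation above the mean of all tested compounds plus 3 SD, set per screening run, cut at about 8.8% in these data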;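 note: cells exposed to compound for 20 h before luminescence read; 0% = DMSO alone and 100% = MG132 at 30 µM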
# FXIIa inh: blocks human coagulation factor XIIa protease activity; purified FXIIa, Boc-QGR-AMC fluorogenic substrate, 2 h; inhibition, % at 5 µM; 220,000 compounds, 0.3% hits; in the data active = inhibition above about 40%;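 note: 0% = enzyme with no compound and 100% = blank without enzyme; many of its hits are not listed in these tables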
# hK5 inh: blocks human kallikrein 5 protease activity. AID 873. Q9Y337. inhibition, % at 5 µM. 210,000 compounds, 0.59% hits. recombinant hK5, fluorogenic AMC substrate cleavage;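 active = inhibition of 40% or more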;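 note: 0% = enzyme controls without compound and 100% = no-enzyme blanks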
# p97 ATPase inh: blocks human p97 ATPase activity. P55072. recombinant p97 ATPase, Kinase-Glo ATP luminescence, 3 h. inhibition, % at 8 µM. 220,000 compounds, 0.42% hits. AID 1481; in the data active = inhibition above about 15%;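 note: 0% = DMSO vehicle and 100% = wells lacking enzyme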
# 14-3-3 Bad PPI: disrupts binding of bovine 14-3-3 zeta to phospho-Bad peptide. TR-FRET 14-3-3zeta/Dy647-pBad peptide displacement, 1 h. inhibition, % at 21.7 µM. 220,000 compounds, 0.71% hits;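 active = inhibition above about 70%, limit read from the data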;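 note: 0% = full 14-3-3 plus peptide FRET controls and 100% = background without 14-3-3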
# eIF4E 4G PPI: blocks eIF4E binding to eIF4G. P63073+Q04637. AID 782. TR-FRET eIF4E-eIF4GI(517-606) binding, 2 h. inhibition, % at 21.7 µM. 220,000 compounds, 0.37% hits;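 active = inhibition above about 30%, limit read from the data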;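 note: 0% = full FRET control wells and 100% = background wells lacking eIF4GI fragment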
# Mdm2 ligase inh: blocks human Mdm2 ubiquitin ligase activity | AID 1230 | signal enhancement, % at 5 µM | 210,000 compounds, 0.11% hits | cell-based MDM2 ubiquitination luciferase reporter, 2 h; 0 = plate control, 100 = twice control, blank-subtracted | Q00987;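 active = signal enhancement of 30% or more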;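 note: luminescence tracks abundance of the self-degrading MDM2-luciferase fusion protein; higher signal means inhibition of MDM2 E3 ligase activity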
#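 Assay system: stable mammalian line carrying autodegrading MDM2–luciferase fusion reporter; Input: 2000 cells in each well; Compound dosing: single-point 5 µM; Schedule: 2 h compound exposure at 37 °C; Signal: SteadyLite luciferase luminescence after 15 min room-temperature reagent incubation; Evaluation: % luminescence enhancement versus blank-corrected plate control mean; Benchmarks: plate controls and plate blanks.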
# * hit, by the source's call; i = inactive; nt = no result given; [ ] = remark or other dose.
1: CSc1ccn(CCC(=O)O)c(=O)n1
2: COc1ccc(-c2[nH]ncc2CN(CCO)CC23CC4CC(CC(C4)C2)C3)c(OC)c1
3: CN(c1ccc(C(=O)Nc2nccs2)cc1)S(=O)(=O)c1ccccc1
4: CCOC(=O)CNC(=O)c1cccnc1Oc1ccc(Cl)cc1
5: CCCS(=O)(=O)Nc1c(OC)ccc2c1c(C(=O)OCC)c(C)n2C
6: COC(=O)C(C)Oc1ccc(-c2nccc(-c3cccs3)n2)cc1 (stereo not drawn)
assay / entry	1	2	3	4	5	6
FXIa inh 1536	0	-1	-6	-5	19	-1
Rad51 HR inh	10	-23	-1	5	-5	-9
Wee1 degr inh	6	-1	3	-2	1	2
FXIIa inh	10	5	-5	6	39	13
hK5 inh	-24	nt	-5	3	29	-38
p97 ATPase inh	11	2	3	0	-7	-3
14-3-3 Bad PPI	4	-4	-11	1	5	-4
eIF4E 4G PPI	-3[fluorescence artefact?]	2	9	2	12	-8
Mdm2 ligase inh	-5	-7	-23	-13	-13	-2

# Some entries already given, limited to FXIIa inh and p97 ATPase inh:
No.	SMILES	FXIIa inh	p97 ATPase inh
1	CSc1ccn(CCC(=O)O)c(=O)n1	10	11
2	COc1ccc(-c2[nH]ncc2CN(CCO)CC23CC4CC(CC(C4)C2)C3)c(OC)c1	5	2
3	CN(c1ccc(C(=O)Nc2nccs2)cc1)S(=O)(=O)c1ccccc1	-5	3

# Other results follow:
7: CN1CCN(C(=O)CN(Cc2ccc(Cl)cc2)S(C)(=O)=O)CC1
8: COc1ccc(NC(=O)c2c(N)no[n+]2[O-])c(OC)c1
9: Clc1ccc(OCCOCCN2CCCCC2)c(Br)c1
10: COc1cc(CNC(=O)C2CCCN2S(=O)(=O)c2ccccc2)cc(OC)c1OC (stereo not drawn)
11: CC(O)/C=C/c1ccc2ccccc2n1 (stereo not drawn)
12: N#CCCS(=O)(=O)c1ccc(N)cc1
assay / entry	7	8	9	10	11	12
FXIa inh 1536	-1	-1	0	11	2	1
Rad51 HR inh	-2	1	-9	-6	i	nt
Wee1 degr inh	2	-1	-1	4	-1	1
FXIIa inh	-4	-5	18	12	14	5
hK5 inh	-6	-8	24	-2	8	-11
p97 ATPase inh	-2	4	-3	-1	8	0
14-3-3 Bad PPI	-8	0	70	-10	-12	5
eIF4E 4G PPI	0[fluorescence artefact?]	-2	10	-1	3	3
Mdm2 ligase inh	-4	-12	-26	-1	-13	3

13: O=C(NC(Cc1ccc(O)cc1)C(=O)O)c1ccco1 (stereo not drawn)
14: CCOC(=O)/C=C1\SCC(=O)N1CC(=O)N1CCOCC1
15: C/C(N)=C(/C#N)C(=O)COC(=O)c1ccc(C#N)cc1
16: CN(Cc1cn(-c2ccccc2)nc1-c1cc2ccccc2o1)C(=O)CCC(=O)O
17: CCOc1ccc2[nH]c(C)c(CN3CCOCC3)c(=O)c2c1
18: C=CCn1c(SCC(=O)NNC(=S)Nc2ccccc2)nnc1-c1ccccc1
assay / entry	13	14	15	16	17	18
FXIa inh 1536	3	0	1	-6	5	3
Rad51 HR inh	1	0	26	6	6	-13
Wee1 degr inh	-1	5	0	-3	-1	-2
FXIIa inh	9	5	12	3	10	2
hK5 inh	4	7	5	-4	-10	-5
p97 ATPase inh	3	5	5	-3	0	7
14-3-3 Bad PPI	0	-20	6	-2	-17	-6
eIF4E 4G PPI	-1	-3	8	-1	10	-7
Mdm2 ligase inh	-13	-6	-4	-15	-5	-9

19: COc1ccc(N2CCN(C(=O)c3cccnc3)CC2)c([N+](=O)[O-])c1
20: CC(O)c1nc2ccccc2n1Cc1nnc(-c2ccc(Cl)cc2)o1 (stereo not drawn)
21: O=C(CC1SC(N2CCOCC2)=NC1=O)Nc1cc([N+](=O)[O-])ccc1Cl (stereo not drawn)
22: Cc1ccc(NS(=O)(=O)c2ccc(C(=O)N3CCN(c4ncccn4)CC3)cc2)cc1
23: COc1ccc(C(=O)Nc2nc(-c3ccccc3)c(C(C)=O)s2)c(OC)c1
24: O=C(NCC1CCCO1)C(c1cccs1)N(Cc1cccs1)C(=O)c1ccc(-c2ccccc2)[nH]1 (stereo not drawn)
assay / entry	19	20	21	22	23	24
FXIa inh 1536	6	2	-7	8	1	5
Rad51 HR inh	nt	6	1	11	-2	-4
Wee1 degr inh	6	0	4	-1	-3	-1
FXIIa inh	12	10	5	7	4	9
hK5 inh	nt	-13	-4	3	-4	-24
p97 ATPase inh	-1	-1	-2	2	5	4
14-3-3 Bad PPI	-9	-2[fluorescence artefact?]	-10	-17	19	-12
eIF4E 4G PPI	-2	-11[fluorescence artefact?]	0	-2	-11	-3
Mdm2 ligase inh	nt	-8	-7	-29	-1	-8

25: CC(C)n1nc(C(=O)Oc2cccc(Cl)c2Cl)c2ccccc2c1=O
26: O=C(OCc1ccc([N+](=O)[O-])cc1)c1ccc(N2CCCC2)c([N+](=O)[O-])c1
27: CCCCC(CC)CNC(=O)CCS(=O)(=O)c1cccc2nonc12 (stereo not drawn)
28: O=C(NC1CC1)C1CCN(c2ccc(S(=O)(=O)N3CCOCC3)cc2)CC1
29: CC(=O)c1cc(CN2CCN(CCc3ccccc3)C(CCO)C2)cs1 (stereo not drawn)
30: CCOc1ccc2oc(-c3ccccc3)c(C(=O)O)c2c1
assay / entry	25	26	27	28	29	30
FXIa inh 1536	1	-2	1	6	-2	21
Rad51 HR inh	0	-10	nt	0	-2	2
Wee1 degr inh	0	1	-1	2	5	1
FXIIa inh	1	5	-6	9	8	30
hK5 inh	22	-6	-9	5	2	-3
p97 ATPase inh	-5	1	0	6	2	5
14-3-3 Bad PPI	3	-8	-6	-2	3	4
eIF4E 4G PPI	6	-6	1	2	0	2
Mdm2 ligase inh	-14	-12	-7	4	2	-11

31: CCc1cccc(C)c1NC(=O)COC(=O)CNS(=O)(=O)/C=C/c1ccccc1
32: Cc1cc(Br)ccc1OCCN1CC(C)OC(C)C1 (stereo not drawn)
33: COc1ccc(-c2cc(C(=O)NCCCn3ccnc3)no2)cc1OC
34: O=S(=O)(c1cc(-c2nnc(-c3ccc(Br)cc3)o2)ccc1Br)N1CCCCCC1
35: Cn1c(=O)nc2n(Cc3ccccc3)c3ccccc3cc-2c1=O
36: Nc1ccc(-c2nc3cc([N+](=O)[O-])ccc3o2)cc1
assay / entry	31	32	33	34	35	36
FXIa inh 1536	-4	0	4	8	11	0
Rad51 HR inh	17	8	-5	1	3	nt
Wee1 degr inh	-1	1	3	-2	7	2
FXIIa inh	6	-5	14	16	4	4
hK5 inh	-5	-19	1	-2	-19	6
p97 ATPase inh	-7	-2	-2	4	-1	-4
14-3-3 Bad PPI	-1	33	3	-10	48[fluorescence artefact?]	0
eIF4E 4G PPI	3	-7	-1	-6	15	3
Mdm2 ligase inh	-10	-27	-2	-6	8	nt

37: CCN(CC)CCN1C(=O)c2cccc3cc(N)cc(c23)C1=O
38: NNC(=S)Nc1ccc(S(=O)(=O)N2CCOCC2)cc1
39: Cc1nn(C)c(C)c1S(=O)(=O)N1CCCC(C(=O)N2CCN(c3ccccc3)CC2)C1 (stereo not drawn)
40: COc1ccc(/C=C2/C(=O)ON=C2c2ccccc2)cc1OC
41: COc1ccccc1S(=O)(=O)Cc1ccc(C(=O)N2CCOCC2)o1
42: Cc1noc(NC(=O)c2cccc(Cl)c2Cl)c1C#N
assay / entry	37	38	39	40	41	42
FXIa inh 1536	-1	-4	-8	2	0	3
Rad51 HR inh	-79	3	nt	1	3	1
Wee1 degr inh	0	-3	-3	0	-1	5
FXIIa inh	0	1	5	14	8	8
hK5 inh	-2	-7	-1	-19	-7	-2
p97 ATPase inh	5	5	-11	5	3	2
14-3-3 Bad PPI	-8	-6	-3	-3[fluorescence artefact?]	-2[fluorescence artefact?]	-3
eIF4E 4G PPI	8	-3	1	-17[fluorescence artefact?]	-2	-2
Mdm2 ligase inh	-3	0	-16	-3	-36	-4

# 2 consecutive compounds out of the list so far, quoted:
41: COc1ccccc1S(=O)(=O)Cc1ccc(C(=O)N2CCOCC2)o1
42: Cc1noc(NC(=O)c2cccc(Cl)c2Cl)c1C#N
assay / entry	41	42
FXIa inh 1536	0	3
Rad51 HR inh	3	1
Wee1 degr inh	-1	5
FXIIa inh	8	8
hK5 inh	-7	-2
p97 ATPase inh	3	2
14-3-3 Bad PPI	-2[fluorescence artefact?]	-3
eIF4E 4G PPI	-2	-2
Mdm2 ligase inh	-36	-4

# Further results.
43: CC1CC(C)CN(S(=O)(=O)c2cccc3cccnc23)C1 (stereo not drawn)
44: C[C@H](NC(=O)c1nc[nH]c1C(=O)NCc1ccc(CNC(=O)OC(C)(C)C)cc1)C(=O)OC(C)(C)C
45: CCc1nc2ccccc2c(=O)n1NC(=O)c1c(O)c2cccc3c2n(c1=O)CCC3
46: O=C(CCc1ccccc1)NNC(=O)c1ccccc1F
47: c1cncc(CNC2CCCc3ccccc32)c1 (stereo not drawn)
48: Cc1nc(SCC(=O)NC2CCCCC2)[nH]c(=O)c1C
assay / entry	43	44	45	46	47	48
FXIa inh 1536	3	0	5	0	1	-1
Rad51 HR inh	1	0	1	0	0	-4
Wee1 degr inh	nt	-2	2	-2	-2	-1
FXIIa inh	13	4	11	5	16	7
hK5 inh	-5	-1	12	-2	14	0
p97 ATPase inh	nt	1	4	-1	3	-2
14-3-3 Bad PPI	4	-15	-24	-6	29	-4
eIF4E 4G PPI	0[fluorescence artefact?]	2	4	-1	-2	-14
Mdm2 ligase inh	-6	nt	-27	-10	10	nt

49: CCCCNC(=O)c1ccc2nc(-c3ccco3)c(-c3ccco3)nc2c1
50: C=CCn1c(-c2ccoc2C)n[nH]c1=S
51: COc1ccc(C(=O)Nc2ccccc2C(=O)N/N=C/c2ccco2)cc1
52: COc1cccc(CNC(=O)Cc2nc3nc(C)cc(C)n3n2)c1
53: NC(=O)C1CCN(C(=O)CN2C(=O)c3ccccc3S2(=O)=O)CC1
54: COCCCNC(=O)COc1ccc(-c2nccc(-c3ccccn3)n2)cc1
55: CCOC(=O)C1(Cc2ccccc2Cl)CCN(Cc2csc(C(C)=O)c2)CC1
56: O=C(NCc1ccco1)C1CC(=O)N(c2ccc(Cl)cc2)C1 (stereo not drawn)
57: CC(=O)N1CCC(=NNS(=O)(=O)c2ccc(C)c([N+](=O)[O-])c2)CC1
assay / entry	49	50	51	52	53	54	55	56	57
FXIa inh 1536	2	2	8	-8	-2	-3	0	-10	-9
Rad51 HR inh	-7	4	nt	-4	2	-4	-2	-4	1
Wee1 degr inh	-2	-2	0	1	-1	6	-2	-2	-1
FXIIa inh	9	13	8	3	11	7	8	-5	9
hK5 inh	-20	-2	-12	-26	-1	-4	1	-25	-18
p97 ATPase inh	5	3	-56	-5	0	-4	1	1	4
14-3-3 Bad PPI	1[fluorescence artefact?]	-3[fluorescence artefact?]	-3	-4[fluorescence artefact?]	12	-1[fluorescence artefact?]	-10	-2	-9
eIF4E 4G PPI	8[fluorescence artefact?]	-9[fluorescence artefact?]	-3	-2	-7	-14[fluorescence artefact?]	-2	0	-8[fluorescence artefact?]
Mdm2 ligase inh	-13	-1	-27	2	-15	-7	5	-1	-11
